Compound activity: PubChem, several laboratories
LRH-1 inv ag – LRH-1 (NR5A2) inverse agonists, primary screen, cell-based, luminescence, HEK293T, StAR-luciferase reporter; LRH-1 transfected, 24 h; 0.13% of 360,000 active; inhibition, % at 3.6 µM;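 active = inhibition above the mean inhibition of all tested compounds plus 3 SD, cut at about 73% in these data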;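 note: 0% = DMSO wells and 100% = reporter-only cells lacking LRH-1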
Target sequence (O00482 whole entry, looked up): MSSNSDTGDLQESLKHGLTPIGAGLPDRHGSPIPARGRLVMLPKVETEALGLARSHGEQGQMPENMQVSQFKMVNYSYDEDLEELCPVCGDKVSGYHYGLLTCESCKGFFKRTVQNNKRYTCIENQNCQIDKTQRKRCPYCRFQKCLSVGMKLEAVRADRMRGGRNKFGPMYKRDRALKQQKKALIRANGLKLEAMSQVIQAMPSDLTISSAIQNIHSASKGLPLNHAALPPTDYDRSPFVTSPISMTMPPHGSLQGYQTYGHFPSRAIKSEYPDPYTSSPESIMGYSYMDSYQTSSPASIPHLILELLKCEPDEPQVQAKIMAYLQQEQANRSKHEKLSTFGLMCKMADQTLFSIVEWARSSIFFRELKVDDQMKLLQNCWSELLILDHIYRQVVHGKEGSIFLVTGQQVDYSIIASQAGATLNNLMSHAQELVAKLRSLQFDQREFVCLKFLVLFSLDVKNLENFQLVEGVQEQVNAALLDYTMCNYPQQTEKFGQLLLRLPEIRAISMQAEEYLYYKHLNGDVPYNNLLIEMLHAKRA
NOD2 RIPK2 PPI – NOD2-RIPK2 binding disruptors in cells, primary screen, fluorescence, CHO cells, BLA complementation; inhibition, % at 4.98 µM; Receptor-interacting serine/threonine-protein kinase 2 (Homo sapiens), O43353; 0.38% of 360,000 active; CCF4 ratio; in the data active = inhibition above about 21%;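 note: 0% = vehicle only and 100% = reference blocker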
Target sequence (O43353 whole entry, looked up): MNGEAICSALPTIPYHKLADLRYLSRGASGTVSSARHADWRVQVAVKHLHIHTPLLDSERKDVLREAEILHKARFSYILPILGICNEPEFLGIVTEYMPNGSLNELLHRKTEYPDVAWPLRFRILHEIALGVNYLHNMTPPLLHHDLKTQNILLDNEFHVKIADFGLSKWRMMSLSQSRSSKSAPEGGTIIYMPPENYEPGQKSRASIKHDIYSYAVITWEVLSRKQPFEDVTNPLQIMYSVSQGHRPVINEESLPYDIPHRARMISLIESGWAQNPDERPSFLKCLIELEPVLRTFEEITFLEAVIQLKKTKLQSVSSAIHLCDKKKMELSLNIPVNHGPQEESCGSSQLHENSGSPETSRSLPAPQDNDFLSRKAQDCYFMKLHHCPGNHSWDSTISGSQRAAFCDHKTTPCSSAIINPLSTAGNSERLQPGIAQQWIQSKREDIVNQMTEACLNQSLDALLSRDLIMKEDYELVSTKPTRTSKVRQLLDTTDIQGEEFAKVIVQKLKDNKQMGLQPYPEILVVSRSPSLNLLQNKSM
NCOA1 inh – SRC1 coactivator transcriptional activity inhibitors, primary screen, cell-based, luminescence; 0.12% of 360,000 active; Nuclear receptor coactivator 1 (Homo sapiens), Q15788; HEK293 GAL4-SRC1 luciferase reporter; inhibition, % at 3.6 µM;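 active = inhibition above the campaign mean plus 3 SD, with each screening campaign given its own cutoff, cut at about 60% in these data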;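 note: 0% = DMSO treated cells and 100% = gossypol at 36 µM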
TROY signal inh – inhibitors of TROY-driven NF-kB signaling, primary screen, Q293 LMP1-TROYcd cells, NF-kB luciferase, uHTS. inhibition, % at 10 µM. AID 1347056, 2019. Q293 LMP1-TROYcd NF-kB luciferase reporter, 4 h. 0.98% of 360,000 active;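 active = compounds whose plate-normalised and pattern-corrected inhibition of the luciferase reporter signal at the single screening dose is 50% or more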
TWEAK Fn14 block – inhibitors of TWEAK-Fn14 signaling, primary screen, luciferase reporter cells, uHTS. TWEAK-stimulated Fn14 reporter cells, luciferase luminescence, 8 h. 2% of 360,000 active. inhibition, % at 10 µM; in the data active = inhibition above about 50%
SRC3 inh – SRC3 coactivator transcriptional activity inhibitors, primary screen, cell-based, luminescence. Nuclear receptor coactivator 3 (Homo sapiens), Q9Y6Q9. HEK293 GAL4-SRC3 luciferase reporter. inhibition, % at 3.6 µM. 0.17% of 360,000 active. AID 588352, 2011;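 active = inhibition above a per-campaign cutoff, the mean of all compounds plus 3 SD, cut at about 60% in these data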;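 note: 0% = DMSO-treated cells and 100% = gossypol-treated cells at 36 µM; higher means less SRC3-driven luciferase light from the GAL4 reporter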
ABHD5-PLIN5 inh – ABHD5-PLIN5 interaction inhibitors, primary screen, cell lysate, split luciferase complementation, luminescence | Perilipin-5 (Homo sapiens) + 1-acylglycerol-3-phosphate O-acyltransferase ABHD5 (Homo … | Split G. princeps luciferase complementation, 4 h | inhibition, % at 4 µM | 0.78% of 360,000 active;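 active = inhibition above the mean inhibition across every tested compound plus 3 SD, cut at about 22% in these data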;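 note: 0% = DMSO only wells and the 100% control is not disclosed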
NCOA2 inhibitor – inhibition of GAL4-SRC2 driven luciferase reporter, primary screen, SRC2 inhibitor project, cell-based, luminescence; HEK293 GAL4-SRC2 luciferase reporter; inhibition, % at 9 µM; 0.17% of 370,000 active; AID 651957, 2012;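 active = inhibition above the mean inhibition of all tested compounds plus 3 SD, set per campaign, cut at about 52% in these data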;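 note: 0% = DMSO treated cells and 100% = cells given Gossypol at 36 µM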
Granule exo inh – LAMP-1 surface exposure blockers, TALL-104 cells – cell-based, flow cytometry, MLPCN library, primary screen; TALL-104 LAMP-1 surface exposure; cells stimulated with thapsigargin and PMA; inhibition, % at 10 µM; 0.66% of 360,000 active;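 active = inhibition above about 55%, limit read from the data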
TLR9-MyD88 block – inhibitors of TLR9-MyD88 association in cells, primary screen, cell-based, CHO, BLA complementation, fluorescence; AID 504734, 2011; 0.21% of 340,000 active; CCF4 FRET ratio; inhibition, % at 4.98 µM; Toll-like receptor 9 (Homo sapiens) + Myeloid differentiation primary response protein …;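 active = inhibition above the mean over all tested compounds plus 3 SD, cut at about 21% in these data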;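 note: 0% = DMSO only wells and 100% = clavulanate BLA inhibitor control wells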
NR2F2 inh – NR2F2 transcriptional activity inhibitors, primary screen, cell-based, luciferase reporter, HEK293T, luminescence; COUP transcription factor 2 (Homo sapiens), P24468; HEK293T NGFI-A luciferase reporter; inhibition, % at 8.6 µM; 0.7% of 370,000 active;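 active = inhibition above a per-plate cutoff, mean inhibition of test wells between control levels plus 3 SD, cut at about 38% in these data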;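 note: cells cotransfected with COUP-TFII expression vector driving the NGFI-A reporter; 0% = median of COUP-TF2 test wells and 100% = reporter-only cells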
An asterisk follows results filed as active; nt = no result given.

entry	molecule	LRH-1 inv ag	NOD2 RIPK2 PPI	NCOA1 inh	TROY signal inh	TWEAK Fn14 block	SRC3 inh	ABHD5-PLIN5 inh	NCOA2 inhibitor	Granule exo inh	TLR9-MyD88 block	NR2F2 inh
1	COCCN(CCOC)Cc1cc(=O)oc2cc(OC)c(Cl)cc12	14	-1	-3	11	-24	2	2	-27	-5	nt	-12
2	CCC1(NC(C)=O)CC2CC1CC2NC(C)=O (stereo not given)	17	4	-10	9	8	-1	-1	5	2	6	-4
3	CCCc1cc(C(N)=O)c(NC(=O)c2ccoc2C)s1	3	-1	4	6	12	-8	-8	-18	-2	1	5
4	CC(C)NC(=O)C1CCN(C2CCN(CC3CC=CCC3)CC2)CC1 (stereo not given)	2	-4	-25	-4	-10	12	4	6	-2	-5	-12
5	CCn1c(=O)cc(OCC(=O)NCc2ccc(C)o2)c2ccccc21	-18	-6	-6	6	10	-5	11	-54	-5	-5	-66
6	CCOC(=O)c1c(-c2ccccc2)oc2ccc(OCC(O)CNCCN(C)C)cc12 (stereo not given)	-8	14	5	-71	-81	-7	15	-20	23	-13	5
7	CC(C)Cc1nnc(N)s1	-22	-6	-1	4	0	-2	-5	-22	3	-12	12
8	COc1ccccc1CC(=O)NC1CCCc2ccccc21 (stereo not given)	-2	-10	-10	-3	-3	18	-5	3	0	8	-5
9	O=c1ccc(-c2ccccc2)nn1Cc1ccccc1	-2	5	-15	-19	-24	-24	-8	-2	-2	-7	18
10	O=C(CCNC(=O)c1ccc(Br)cc1)NCc1ccccn1	1	1	-9	-16	2	-6	-6	8	-1	1	-11
11	Cc1nnc(SCc2nc3scc(-c4ccccc4)c3c(=O)[nH]2)s1	6	4	-13	3	-2	-7	4	-2	-1	0	-14
12	CC(=O)NC1CC2CCCC(C1)N2CC(=O)NCc1ccc(F)cc1 (stereo not given)	7	-5	-9	0	-5	6	0	-15	0	5	-2
13	NC(=O)NC(Cc1ccccc1)C(=O)NCCCSc1ccccc1 (stereo not given)	15	-15	-20	-11	-27	9	1	12	11	0	-12
14	CCCCNC(=O)CN(C1CCCCC1)S(C)(=O)=O	-6	-2	10	-8	7	-1	-1	-13	1	-3	-13
15	CCn1c(C)nnc1SCC(=O)Nc1ccc(N2CCOCC2)cc1	32	-6	-11	17	2	-9	7	14	-10	-11	-23
16	CC(C)N1CCC(N2CCN(Cc3cc4c(cc3Cl)OCO4)CC2CCO)CC1 (stereo not given)	-22	0	-17	-17	-1	-21	4	-14	13	8	2
17	S=P(c1ccc(N2CCOCC2)cc1N1CCOCC1)(N1CCOCC1)N1CCOCC1	5	-1	-13	10	-2	-3	0	2	1	-5	7
18	CN(C)/C=C(\C#N)c1nc2ccccc2[nH]1	-21	-3	-12	-2	-19	0	-4	-28	5	11	-11
19	COc1ccc(C(=O)COC(=O)c2cccnc2Cl)c(OC)c1	-58	6	-65	-44	-21	-58	2	-68	6	0	-33
20	CS(=O)(=O)Nc1ccc(S(=O)(=O)Nc2nccs2)cc1	10	-2	-10	-5	23	9	-4	21	4	-4	-14
21	O=C(CN1CCc2ccccc21)NC(=O)NCc1ccco1	12	-2	-1	-8	-4	-16	-3	8	4	-10	8
22	COc1ccc(NC(=O)CSc2nc(O)cc(=O)n2-c2ccccc2)cc1	17	-4	-1	-9	18	-1	2	-26	-7	0	-3
23	O=C(NC1CCCCCC1)c1c2c(nc3ccccc13)CCN(Cc1ccccc1)C2	16	1	7	5	26	11	5	5	1	1	12
24	CN1CCN(/C=N/c2c(C#N)cnn2Cc2ccccc2)CC1	-14	5	-3	8	7	21	-4	-24	2	-4	-11
25	O=C(CSc1nnc(-c2ccncc2)n1-c1ccc(Cl)cc1)N1CCOCC1	-11	5	-15	-13	8	17	-6	8	7	-2	-6
26	Cc1ccc(S(=O)(=O)N(CC#N)CC#N)cc1	-2	2	-5	-3	21	3	-2	22	0	5	7
27	Oc1oc(-c2ccccc2Br)nc1/C=N/c1ccccn1	-152	-18	-88	-55	21	-55	2	-65	-5	-8	-37
28	COC(=O)c1nn(-c2ccccc2)c(Sc2ccc(OC)cc2)c1/C=N/O	2	4	23	6	-5	9	-6	13	2	3	7
29	Cc1cc(O)c(C=Nc2ccc(Cl)cn2)c(=O)o1	21	-8	4	-7	-9	-10	5	-8	0	-3	-7
30	Cc1cccc(NC(=O)CSc2nnc(CCC(=O)Nc3ccc(C)c(Cl)c3)n2C)c1	13	-4	1	-3	-14	9	4	12	-3	-15	7
31	COc1ccc(-c2c(-c3cc(OC)c(OC)c(OC)c3)noc2C)cn1	-3	-9	-4	-16	5	-8	5	nt	-3	6	nt
32	CC(C)c1ccc(NC(=O)COC(=O)c2c[nH]c(=O)[nH]c2=O)cc1	-2	-1	-10	-9	-5	1	1	0	0	-5	-17
33	NC(=S)c1cc2ccc(O)cc2oc1=O	-3	-48	-7	13	-2	8	-13	-2	-5	-50	2
34	O=C1OC(c2ccccc2)(c2cc(Br)ccc2O)c2ccccc21 (stereo not given)	6	-1	0	74*	56*	4	-3	2	103*	3	-2
35	O=C(Nc1cccc(Cl)c1)N1CCN(c2ncccn2)CC1	-46	-7	-33	-35	6	0	2	-2	-3	-8	-4
36	Cc1ccc(S(=O)(=O)NC(Cc2ccccc2)C(=O)O)cc1 (stereo not given)	-4	-2	-6	2	6	14	-6	-8	0	5	5
37	COc1cccc(C(C(=O)NC(C)(C)C)N(Cc2ccc(C)cc2)C(=O)CCC(=O)Nc2cc(C)on2)c1OC (stereo not given)	8	-8	-24	-26	20	4	1	7	22	-2	2
38	CCCOc1ccc(CC(=O)NCC2(c3ccccc3)CCOCC2)cc1OC	-12	6	3	-7	16	-7	0	-21	-3	2	6
39	COc1ccccc1CNC(=O)CCNC(=O)N1CC(=O)Nc2ccccc21	8	-5	-36	-2	-3	5	-4	5	-1	-3	-9
40	CC(Oc1ccccc1F)c1nnc(SCC(=O)Nc2ccc(N3CCOCC3)cc2)o1 (stereo not given)	-6	-13	-8	-11	-8	10	-2	5	14	-13	-5
41	CCN(CC)CCOC(=O)c1ccc(N/C=C(/C#N)c2nc(-c3cccc(OC)c3)cs2)cc1	9	-8	16	2	6	5	6	-16	3	nt	-33
42	Cc1cc(NC(=O)C2CCCCC2)ccc1NC(=O)c1ccccc1Cl	-2	-1	3	27	7	9	-3	-21	-5	-9	11
43	O=C(CN(c1ccccc1)S(=O)(=O)c1ccccc1)N1CCN(Cc2ccc3c(c2)OCO3)CC1	-15	4	-13	17	4	20	-2	-7	-2	-12	13
44	COCCCNC(=O)CS(=O)Cc1nc(-c2ccccc2C)oc1C (stereo not given)	-4	-7	-1	3	-12	-1	5	-16	1	0	-9
45	CN(C)C(=O)C(=O)c1cccn1-c1cccc(Cl)c1C#N	-7	-3	6	6	6	6	-7	-9	0	2	6
46	O=c1cc(-c2ccccc2)nc(Cc2c(Cl)cccc2Cl)[nH]1	-1	3	6	0	0	15	6	5	-1	-15	-13
47	COc1ccc(N(C(=O)CNC(=O)c2ccco2)C(C(=O)NCC2CCCO2)c2ccccc2)c(OC)c1 (stereo not given)	-6	-2	13	-13	27	4	0	-7	-2	4	-3
48	Cc1[nH]c(=S)c(C#N)c(C)c1Cc1ccc(Cl)cc1Cl	0	-11	-34	0	17	11	-7	-6	-7	-5	15
49	CCOC(=O)c1cc(N)cc([N+](=O)[O-])c1	-6	-8	-6	-1	15	10	1	-3	5	3	14
50	CCOC(=O)CSCC(=O)N1N=C(c2cccs2)CC1c1ccc(F)cc1 (stereo not given)	-14	3	-33	-13	24	25	2	26	-5	1	-8
51	CC(C)n1ncc2c(C(=O)Nc3ccccc3SCC(N)=O)cc(C3CC3)nc21	13	-7	-9	15	-3	-6	-3	9	0	2	11
52	CC(=O)Nc1cc2ccccc2oc1=O	-6	-6	5	2	-18	-4	-6	-14	-1	13	-2
53	CCO[C@H]1OC(C(N)=O)=C[C@@H](C2CCCCC2)[C@@H]1CCCO	-12	3	-8	2	-7	5	7	-19	3	3	-5
54	Nc1nnc(N)c2ccccc12	-7	-3	-10	0	7	10	3	-6	-1	-3	8
55	CC(C)C(Cl)=NOC(=O)Nc1ccc(F)cc1	-11	-9	0	-8	51*	-6	16	-27	36	-6	-17
56	O=C(O)c1ccc(S(=O)(=O)NCc2cccnc2)cc1	-14	-5	-7	22	-2	-1	-7	4	2	-1	-11

The list goes on:
entry	molecule	LRH-1 inv ag	NOD2 RIPK2 PPI	NCOA1 inh	TROY signal inh	TWEAK Fn14 block	SRC3 inh	ABHD5-PLIN5 inh	NCOA2 inhibitor	Granule exo inh	TLR9-MyD88 block	NR2F2 inh
57	O=C(CCSc1ccccc1)Nc1ccccc1Br	-52	-12	-27	-29	-16	-35	8	-20	0	-5	12
58	O=C(C1=C(O)C(=O)N(CCc2ccccc2)C1c1cccnc1)c1ccco1 (stereo not given)	10	-4	6	0	-9	18	2	-5	-2	10	-6
59	Cc1cc(C)n2nc(C(=O)NCc3ccccc3)nc2n1	12	0	-18	19	-5	-23	-4	-11	8	-36	23
60	COc1ccc(-n2sc3ccccc3c2=O)cc1	-12	26*	-18	-3	50	-33	76*	-63	84*	0	-11
61	Cc1nn(-c2ccccc2)c(Cl)c1/C=N/NC(=O)c1cccnc1	-9	19	-16	-49	-18	-19	0	-64	-1	-16	-26
62	O=C(NC(Cc1c[nH]c2ccccc12)C(=O)N1CCOCC1)c1cccs1 (stereo not given)	-9	0	-8	-11	24	5	-1	-8	-6	7	14
63	Cc1ccc(-c2cc(Cc3ccc(N(C)C)cc3)c(=O)[nH]n2)cc1	-7	-2	-12	-20	-3	-3	5	12	-5	nt	-9
64	COc1ccc(-c2ccc(CN3C(CC(C)C)C(=O)N(Cc4cn(CC5CCCCC5)nn4)CCS3(=O)=O)cc2)cc1 (stereo not given)	-30	-8	-8	5	25	4	-12	2	3	-7	13
65	COC(=O)[C@H](CC(C)C)NC(=O)N1CCC(C)CC1	19	-6	2	6	-8	15	-2	-4	2	-5	-13
66	CC(OC(=O)CNC(=O)c1ccc(F)cc1)C(=O)Nc1ccc(S(=O)(=O)N2CCOCC2)cc1 (stereo not given)	5	-5	2	-21	-11	-9	4	7	4	4	15
67	CC1(C(=O)O)CCCN(C(=O)c2cc3ccccc3s2)C1 (stereo not given)	11	-2	-10	-9	10	0	-3	-2	-5	nt	-5

Only part of the results is shown (hit frequency here may not be typical).
